GSH fluor = compound fluoresces at 488/530 nm on GSH beads; actives 0.25% (n = 190,000); GSH beads flow cytometry, compound fluorescence 488/530 nm; hits give high values; fluorescence (KMESF) at 10 µM; in the data active = fluorescence above about 89;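 note: glutathione beads carrying GST-tagged Bcl family fusion proteins plus one bare bead set; values are compound well signal with DMSO vehicle wells as background; inactives centre near 16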
Bcl-2 Bim block = inhibitors of Bim-Bcl-2 interaction, human | P10415 | Bead-based flow cytometry, Bim peptide-Bcl-2 binding | inhibition, % at 10 µM | actives 0.06% (n = 190,000) | AID 950; in the data active = inhibition above about 40%; inconclusive = no clear call, values can overlap the other calls;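 note: 0% = no compound wells with probe peptide and 100% = reference peptide inhibitor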
RGS8-Gao reg = regulators of human RGS8-Galphao interaction; AID 1423; response (percent of control binding), % at 10 µM; P09471; multiplexed bead flow cytometry, RGS8-Galphao binding; actives lie on both sides; actives 0.34% (n = 220,000); in the data active = response below about 60% or above about 140%; inactive = in between;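 note: Galphao activated as the GDP aluminium fluoride complex binding bead-coupled RGS8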
Target sequence (P09471 whole entry, looked up): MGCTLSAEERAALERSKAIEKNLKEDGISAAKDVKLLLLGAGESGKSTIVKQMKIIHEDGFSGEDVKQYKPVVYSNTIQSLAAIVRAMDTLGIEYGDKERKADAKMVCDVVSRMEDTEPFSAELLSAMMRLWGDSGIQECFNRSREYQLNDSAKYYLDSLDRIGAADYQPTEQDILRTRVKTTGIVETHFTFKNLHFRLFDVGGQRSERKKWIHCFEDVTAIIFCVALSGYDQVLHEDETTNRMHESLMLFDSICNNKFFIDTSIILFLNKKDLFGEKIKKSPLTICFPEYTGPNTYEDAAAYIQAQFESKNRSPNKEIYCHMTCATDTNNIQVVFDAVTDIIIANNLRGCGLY
Mcl-1 Bim block = human Bim-Mcl-1 interaction inhibition. actives 0.1% (n = 190,000). Q07820. AID 1009. Bead-based flow cytometry, Bim peptide-Mcl-1 binding. inhibition, % at 10 µM;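 note: 0% = no compound tracer wells and 100% = peptide blocker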
Target sequence (Q07820 whole entry, looked up): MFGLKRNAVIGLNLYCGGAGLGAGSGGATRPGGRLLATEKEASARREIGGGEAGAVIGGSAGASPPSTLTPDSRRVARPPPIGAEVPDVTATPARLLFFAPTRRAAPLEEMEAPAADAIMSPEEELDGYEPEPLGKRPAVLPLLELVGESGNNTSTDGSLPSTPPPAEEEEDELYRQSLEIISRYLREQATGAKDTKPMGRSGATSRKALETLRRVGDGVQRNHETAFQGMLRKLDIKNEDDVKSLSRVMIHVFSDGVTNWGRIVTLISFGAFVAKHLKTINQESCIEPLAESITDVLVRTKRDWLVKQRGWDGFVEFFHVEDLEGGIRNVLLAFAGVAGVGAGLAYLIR
Bim-Bcl-B = human Bim-Bcl-B interaction inhibition | Q9HD36 | bead-based flow cytometry, Bim peptide-Bcl-B binding | inhibition, % at 10 µM | actives 0.073% (n = 190,000) | AID 951;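 note: 0% = tracer peptide without compound and 100% = reference inhibitor peptide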
RGS7-Gao reg = human RGS7-Galphao interaction regulation | P09471 | Multiplexed bead flow cytometry, RGS7-Galphao binding; actives lie on both sides | binding response (% of control), % at 10 µM | actives 0.35% (n = 220,000) | AID 1439; in the data active = binding response below about 49% or above about 150%; inconclusive = no clear call, values can overlap the other calls; inactive = in between;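 note: fluorescent Galphao held in activated GDP-AlF4 state binding bead-coupled RGS7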
Bim-Bcl-W = human Bim-Bcl-W interaction inhibition. Q92843. actives 0.02% (n = 190,000). AID 952. inhibition, % at 10 µM. bead-based flow cytometry, Bim peptide-Bcl-W binding;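 note: 0% = bound tracer without compound and 100% = peptide blocker; higher means less fluorescent Bim peptide bound to Bcl-W beads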
Target sequence (Q92843 whole entry, looked up): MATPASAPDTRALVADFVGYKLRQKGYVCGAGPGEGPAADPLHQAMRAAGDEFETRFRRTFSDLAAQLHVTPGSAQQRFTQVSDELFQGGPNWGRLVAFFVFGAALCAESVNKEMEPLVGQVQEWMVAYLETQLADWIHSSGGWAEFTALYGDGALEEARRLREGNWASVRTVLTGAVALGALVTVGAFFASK
RGS4-Gao reg = human RGS4-Galphao interaction regulation. P09471. Multiplexed bead flow cytometry, RGS4-Galphao binding; actives lie on both sides. binding response (% of control), % at 10 µM. actives 0.33% (n = 220,000). AID 1415; in the data active = binding response below about 49% or above about 150%; inactive = in between;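 note: fluorescent Galphao activated with aluminum fluoride binding bead-coupled RGS4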
Bim-Bfl-1 = inhibitors of Bim-Bfl-1 interaction, human; Bead-based flow cytometry, Bim-Bfl-1 binding inhibition; inhibition, % at 10 µM; actives 0.12% (n = 190,000); AID 1008;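 note: 0% = wells without compound plus tracer and 100% = blocker peptide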
Bcl-XL Bim block = disrupts Bim peptide binding to human Bcl-XL | Q07817 | bead flow cytometry, fluorescence | inhibition, % at 10 µM | actives 0.04% (n = 190,000)
Mcl1-Bid inh = disrupts binding of human Mcl-1 to Bid peptide | Q07820 | actives 0.97% (n = 220,000) | TR-FRET Mcl-1/Bid-Dy647 peptide binding, 1536-well | inhibition, % at 21.7 µM;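 active = compounds that cut the binding signal by more than half at the single screening dose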;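 note: His-tagged Mcl-1 with europium anti-His antibody binding Bid BH3 peptide; 0% = Mcl-1 plus peptide wells and 100% = peptide-only wells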
* = called active by the depositor; ? = inconclusive. Cut-off read from the data, not from the text of the source, unless noted: active = inhibition above about 40%. Hits appear at their usual frequency (roughly 1.8% active in at least one column).

nr	SMILES	RGS8-Gao reg	RGS4-Gao reg	GSH fluor	Mcl-1 Bim block	Bim-Bcl-B	RGS7-Gao reg
1	O=C(Cc1cc(=O)oc2cc(O)ccc12)NCC1CCC(C(=O)O)CC1 (stereo not drawn)	99	100	16	-3	-3	101
2	O=C(CCCCCN1C(=O)c2ccccc2C1=O)NCc1ccccn1	97	97	18	0	0	99
3	COCCCn1c(SCC(=O)NNC(=O)c2cccc(O)c2)nnc1-c1ccncc1	103	104	18	0	-1	99
4	COC(=O)CSc1nnc(CNC(=O)c2ccccc2OC)n1C	101	101	22	-2	-2	99
5	CC(C)CC(=O)Nc1ccc(C(=O)Cn2nc(C(=O)O)c3ccccc3c2=O)cc1	102	101	15	1	-8	103
6	CC(C)=CC(=O)OCC(=O)Nc1ccc(Cl)cc1	103	104	13	7	0	106
7	COc1ccc(C(=O)NNS(=O)(=O)c2ccccc2)cc1	100	104	13	-4	-4	102
8	CSCCCNC(=S)N(C)CC(=O)Nc1ccc(C)cc1	99	99	25	-7	8	100
9	COC(=O)c1ccc(OC)c(CSc2nnc(COc3ccccc3)o2)c1	106	107	23	-4	-9	106
10	Cc1n[nH]c(C)c1Sc1ccccc1N=Cc1cc(Cl)cc([N+](=O)[O-])c1O	100	100	51	4	-4	103
11	O=C(Cc1cccs1)N(Cc1cccs1)C1(C(=O)NC2CCCC2)CCCCC1	98	108	28	1	0	105
12	Cc1ccc(OCC(=O)N/N=C\c2ccco2)c(C)c1	100	97	11	-1	1	97
13	CCc1noc(C)c1C(=O)Nc1nc(-c2ccc(Cl)cc2Cl)cs1	102	97	10	0	-3	101
14	CCOC(=O)NC(=O)CSc1nnc(C2CC2)n1Cc1ccco1	104	99	17	0	-6	101
15	O=C(CCC1N=C2c3ccccc3N=C(SCC(=O)NCc3ccco3)N2C1=O)NCc1ccco1 (stereo not drawn)	102	103	16	0	-5	98

nr	Mcl1-Bid inh	Bim-Bcl-W	Bcl-2 Bim block	Bcl-XL Bim block	Bim-Bfl-1
1	11	-2	-1	-4	0
2	0	0	0	0	-2
3	-9	-4	1	-3	0
4	-9	0	-8	-4	-14
5	-20	0	-4	-2	-10
6	-3	0	0	3	-1
7	-9	-6	-1	-6	-1
8	-28	-5	3	-1	4
9	-15	-3	-9	-4	-6
10	16	4	-1	-7	-8
11	-6	3	1	-3	2
12	-17	-1	0	1	0
13	-5	-1	-11	-1	-17
14	-24	-1	-4	-4	-4
15	-22	-1	1	-1	0

Fetched by compound from above:
nr	SMILES	RGS8-Gao reg	RGS4-Gao reg	GSH fluor	Mcl-1 Bim block	Bim-Bcl-B	RGS7-Gao reg
1	O=C(Cc1cc(=O)oc2cc(O)ccc12)NCC1CCC(C(=O)O)CC1 (stereo not drawn)	99	100	16	-3	-3	101
9	COC(=O)c1ccc(OC)c(CSc2nnc(COc3ccccc3)o2)c1	106	107	23	-4	-9	106
2	O=C(CCCCCN1C(=O)c2ccccc2C1=O)NCc1ccccn1	97	97	18	0	0	99

nr	Mcl1-Bid inh	Bim-Bcl-W	Bcl-2 Bim block	Bcl-XL Bim block	Bim-Bfl-1
1	11	-2	-1	-4	0
9	-15	-3	-9	-4	-6
2	0	0	0	0	-2

Carrying on:
nr	SMILES	RGS8-Gao reg	RGS4-Gao reg	GSH fluor	Mcl-1 Bim block	Bim-Bcl-B	RGS7-Gao reg
16	O=C(N/N=C/c1ccc(-c2ccc(Br)cc2)o1)c1ccc2c(c1)OCO2	101	105	12	-3	-10	105
17	C=CCc1cccc(CNc2c(C)cc(C)cc2C)c1O	99	99	16	-3	-6	?
18	CCN(C1CCCCC1)S(=O)(=O)c1ccc(S(=O)(=O)NCc2ccncc2)cc1	99	92	13	1	-1	93
19	COc1ccc(N2CCN(c3ncnc4c3[nH]c3ccccc34)CC2)cc1	100	101	12	0	-1	106
20	COC(OC)c1ccc(C#N)c(=O)[nH]1	104	102	12	0	1	?
21	Cc1ccnc(SCC(=O)Nc2c(C)n(C)n(-c3ccccc3)c2=O)n1	105	102	28	-3	-4	102
22	Cc1ccccc1OCc1nc(C#N)c(N2CCCC2)o1	97	94	25	-5	-3	98
23	COC(=O)Cn1c(=NC(=O)c2ccc(Cl)s2)sc2cc(C)ccc21	91	99	5	1	-2	101
24	Cc1occc(=O)c1O	100	98	20	-3	-8	97
25	CC1(C)CC(=O)C2=C(C1)N(Cc1ccco1)C(=O)C2(NC(=O)c1cccnc1)C(F)(F)F (stereo not drawn)	97	98	34	-3	-8	95
26	O=c1oc2cc(Oc3ccc(C(F)(F)F)cc3[N+](=O)[O-])ccc2c2c1CCC2	97	95	17	-3	-7	96
27	COc1cc(NC(=S)N2CCCC(C)C2)cc(OC)c1OC (stereo not drawn)	97	101	15	-2	-20	?
28	Cc1ccn(C(=O)c2ccc(NC(=O)C3CC3)cc2)n1	100	101	21	2	2	98
29	COc1ccc(C(=O)ON=C2c3ccccc3-c3ccccc32)cc1OC	105	106	7	-2	-7	106
30	COc1ccc(CC(=O)NC(CC(=O)O)c2cccc([N+](=O)[O-])c2)cc1 (stereo not drawn)	105	104	12	-2	-9	104

nr	Mcl1-Bid inh	Bim-Bcl-W	Bcl-2 Bim block	Bcl-XL Bim block	Bim-Bfl-1
16	-24	-5	-3	-3	6
17	-35	-5	-4	-7	-8
18	-32	-1	-3	0	-1
19	-25	0	4	-1	1
20	-3	1	2	1	6
21	-58	-2	-10	-2	-14
22	-38	-3	-4	-1	1
23	-19	-2	2	1	2
24	-10	-2	-3	-4	-3
25	5	-4	-11	-3	-18
26	-9	-3	-7	-8	-12
27	-46	-3	-2	-2	0
28	-13	3	0	1	-1
29	4	-2	-5	-5	-1
30	-25	-4	-5	-4	-8

The list continues.
nr	SMILES	RGS8-Gao reg	RGS4-Gao reg	GSH fluor	Mcl-1 Bim block	Bim-Bcl-B	RGS7-Gao reg
31	COCCn1c(-c2ccc(OC)cc2)nc2oc3cc(OC)ccc3c(=O)c2c1=O	104	105	18	-2	-3	102
32	Oc1ccc(/C=N/N(Cc2ccccc2)c2ccccc2)cc1	100	100	15	-2	-5	?
33	COc1c[nH]n(C2CCCCC2)c(=O)c1=O	101	99	62	0	5	100
34	CC1Cc2ccccc2N1C(=O)c1ccc2c(c1)nnn2C (stereo not drawn)	100	102	25	-3	-14	99
35	Cc1ccc(/C=[N+](/C)[O-])cc1	100	101	14	-1	-2	99
36	CCOc1ccc(NC(=O)C(C)SC(N)=O)cc1 (stereo not drawn)	120	101	22	-9	-2	94
37	O=C(O)C1CCCCC1C(=O)Nc1cccc(Cl)c1Cl (stereo not drawn)	99	96	52	0	-1	97
38	CCOC(=O)Nc1oc2ccccc2c(=O)c1C	105	103	62	0	-2	102
39	Cn1c(N)c(C(=O)CSc2nc(N)cc(N)n2)c(=O)n(C)c1=O	100	99	13	3	-4	98
40	COc1cc(/C=C/C(=O)Nc2nc3ccc(S(=O)(=O)N(C)C)cc3s2)cc(OC)c1OC	97	95	18	-14	-10	95
41	O=C(CSc1ccc(-c2cccs2)nn1)N1CCCCC1	101	102	19	-1	-8	103
42	CNc1ccc(/C=C/C(=O)c2ccc(C)cc2)cc1[N+](=O)[O-]	101	100	11	-2	-9	95
43	O=C(/C=C/c1ccco1)Nc1ccccc1C(=O)O	95	99	11	2	-14	88
44	COc1cc2c(cc1NC(=O)Cc1ccc(C)cc1)oc1ccccc12	103	100	24	0	0	99
45	O=C(O)c1cc2c(o1)CCC/C2=N\O	99	97	25	-7	-9	100

nr	Mcl1-Bid inh	Bim-Bcl-W	Bcl-2 Bim block	Bcl-XL Bim block	Bim-Bfl-1
31	28	-4	0	-6	-1
32	-17	0	-9	-2	-8
33	-71	1	0	1	4
34	-2	-3	-10	-10	-21
35	-5	-4	-5	-4	-4
36	-36	-6	2	-10	-11
37	0	-1	0	0	-3
38	8	-5	-2	-4	0
39	-17	0	-1	4	-2
40	-69	-7	-8	-1	-15
41	-16	-4	-2	-7	-2
42	29	-8	-8	-9	-8
43	-56	1	5	1	4
44	-11	0	2	-4	0
45	26	-3	-16	-10	-14

Carrying on.
nr	SMILES	RGS8-Gao reg	RGS4-Gao reg	GSH fluor	Mcl-1 Bim block	Bim-Bcl-B	RGS7-Gao reg
46	COC(=O)CN(C#N)c1nc(N(C)C)nc(N(C)C)n1	102	101	11	-2	-4	101
47	Cn1cccc1C(=O)OCC(=O)Nc1ccc2c(c1)CCC2	100	102	14	-1	0	103
48	Cc1cc(Br)ccc1OCC(=O)N(Cc1nc(-c2ccccc2)no1)C(C)C	99	99	8	0	-1	97
49	CCOC(=O)c1ccc(Nc2cc(C)nc3nc(C)nn23)cc1	100	101	11	-2	-2	99
50	CC(=O)OC(C(=O)NC1CCCCC1)c1ccc(C#N)cc1 (stereo not drawn)	99	101	16	-2	-4	98
51	Cc1ccccc1NC(=O)c1ccc2c(c1)C(=O)N(CCC(C)C)C2=O	95	88	38	-4	-9	98
52	Cc1oc(-c2cccc3ccccc23)nc1CN1CCC[C@H]1CO	97	111	13	0	-1	110
53	O=C(CSc1nc(-c2ccccc2)c(-c2ccccc2)[nH]1)NCCN1C(=O)CSC1=O	101	100	15	-6	-3	102
54	COc1ccc(/C=C/C(=O)Oc2ccc(/C=N/NC(=O)COc3c(C)cccc3C)cc2)cc1	102	105	32	0	-9	105
55	O=C(CSc1nc2ncc(Br)cc2[nH]1)Nc1ccc2c(c1)OCO2	96	90	24	0	-5	96
56	O=C(O)c1ccc(-c2nc(-c3ccccc3)cs2)cc1	106	104	9	1	-5	103
57	Cc1nc(SCC(=O)NCc2ccccc2)c2oc3ccccc3c2n1	102	102	24	-2	-4	105

nr	Mcl1-Bid inh	Bim-Bcl-W	Bcl-2 Bim block	Bcl-XL Bim block	Bim-Bfl-1
46	-2	1	2	0	-2
47	0	-1	0	0	0
48	5	2	-5	-1	-13
49	-5	-3	0	-3	0
50	9	2	-8	-1	-11
51	-5	-1	-16	-4	-15
52	-35	4	-1	-1	4
53	-29	0	0	0	-1
54	-18	-2	-2	8	-9
55	-12	0	-8	-4	-7
56	-7	2	-4	0	-11
57	1	-1	-13	-4	-18

A portion taken from the entries so far, for reference:
nr	SMILES	RGS8-Gao reg	RGS4-Gao reg	GSH fluor	Mcl-1 Bim block	Bim-Bcl-B	RGS7-Gao reg
51	Cc1ccccc1NC(=O)c1ccc2c(c1)C(=O)N(CCC(C)C)C2=O	95	88	38	-4	-9	98
52	Cc1oc(-c2cccc3ccccc23)nc1CN1CCC[C@H]1CO	97	111	13	0	-1	110
53	O=C(CSc1nc(-c2ccccc2)c(-c2ccccc2)[nH]1)NCCN1C(=O)CSC1=O	101	100	15	-6	-3	102

nr	Mcl1-Bid inh	Bim-Bcl-W	Bcl-2 Bim block	Bcl-XL Bim block	Bim-Bfl-1
51	-5	-1	-16	-4	-15
52	-35	4	-1	-1	4
53	-29	0	0	0	-1

Source: PubChem (several laboratories)
